# Source: PubChem BioAssay (several laboratories)
# SMARCA2 act: SMARCA2 function activation, primary screen. 370,000 compounds, 1% hits. MG213 cells, MMTV-luciferase reporter, dexamethasone, overnight. AID 652017. activation, % at 9.1 µM; in the data active = activation above about 7.8%;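 also: 0% = vehicle wells and 100% = reference activator wells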
# ADAM10 inh: inhibits human ADAM10 | O14672 | recombinant ADAM10, EDANS/DABCYL FRET peptide cleavage, 3 h | inhibition, % at 7 µM | 370,000 compounds, 0.62% hits | AID 720582;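 active = inhibition above a per-campaign cutoff equal to the mean of compounds falling between control-based bounds plus 3 SD, cut at about 20% in these data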;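 also: 0% = DMSO wells while the 100% control is not disclosed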
# Target sequence (O14672 214-748 limits assumed): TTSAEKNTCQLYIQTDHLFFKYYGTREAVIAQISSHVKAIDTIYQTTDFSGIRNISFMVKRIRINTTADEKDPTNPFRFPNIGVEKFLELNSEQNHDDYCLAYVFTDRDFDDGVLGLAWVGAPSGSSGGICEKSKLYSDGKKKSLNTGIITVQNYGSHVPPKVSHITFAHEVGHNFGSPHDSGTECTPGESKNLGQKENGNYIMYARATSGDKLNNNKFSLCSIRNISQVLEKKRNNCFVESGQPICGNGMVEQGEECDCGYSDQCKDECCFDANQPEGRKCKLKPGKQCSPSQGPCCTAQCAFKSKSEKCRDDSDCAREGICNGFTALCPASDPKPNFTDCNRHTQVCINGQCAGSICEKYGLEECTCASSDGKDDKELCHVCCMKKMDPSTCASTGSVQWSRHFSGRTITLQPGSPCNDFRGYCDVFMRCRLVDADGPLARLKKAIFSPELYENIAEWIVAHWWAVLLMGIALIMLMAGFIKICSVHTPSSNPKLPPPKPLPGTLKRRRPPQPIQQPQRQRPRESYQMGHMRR
# NPR1 activator: GC-A (human) enzyme activation | P16066 | HEK293 GC-A cells, cGMP TR-FRET, EC30 ANP; 0% at EC30 ANP, 100% saturating ANP | activation, % at 10 µM | 370,000 compounds, 0.14% hits; in the data active = activation above about 40%
# DAX1 inh-1: blocks DAX1 repression of SF-1 activated StAR promoter. HEK293T StAR-luciferase reporter, SF-1/DAX-1 repression relief. inhibition, % at 6.8 µM. 370,000 compounds, 1.1% hits. AID 652010;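 active = inhibition above the mean over all tested compounds plus 3 SD, cut at about 3.6% in these data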;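 also: 0% = DAX-1 cells with DMSO and 100% = cells lacking DAX-1 with DMSO; higher inhibition means more luminescence from relief of DAX-1 repression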
# DAX1 inh-2: inhibitors of human orphan nuclear receptor DAX1 (NR0B1); P51843; HEK293 Gal4-DAX1 luciferase reporter, luminescence; inhibition, % at 6.75 µM; 340,000 compounds, 0.99% hits; AID 504766;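 active = inhibition above the mean over all tested compounds plus 3 SD, cut at about 4.2% in these data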;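 also: 0% = DAX1-transfected cells with DMSO and 100% = empty-vector control cells with DMSO; inhibition shows as a rise in luminescence from relieved DAX1 repression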
# Target sequence (P51843 207-470 limits assumed): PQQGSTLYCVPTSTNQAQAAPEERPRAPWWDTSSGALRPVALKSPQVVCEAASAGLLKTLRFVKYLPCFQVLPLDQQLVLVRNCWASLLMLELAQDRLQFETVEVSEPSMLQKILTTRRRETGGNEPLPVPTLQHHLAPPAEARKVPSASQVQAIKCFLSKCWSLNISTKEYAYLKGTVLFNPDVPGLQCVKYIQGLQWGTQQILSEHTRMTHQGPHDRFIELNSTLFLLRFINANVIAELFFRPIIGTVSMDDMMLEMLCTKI
# ssDAF12 agonist: S. stercoralis DAF-12 activation, primary screen; HEK293 ssDAF-12/GRIP1 lit1-tk-luc reporter, luminescence; % of 3 µM dafachronic acid response; activation, % at 6.8 µM; 370,000 compounds, 1% hits;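 active = activation above the mean over all tested compounds plus 3 SD, cut at about 0.9% in these data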;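 also: 0% = DMSO-only wells and 100% = 3 µM delta7-dafachronic acid wells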
# hcDAF12 agonist: activates DAF-12 receptor from parasite H. contortus; activation, % at 6.8 µM; AID 652067; 370,000 compounds, 1.4% hits; HEK293 hcDAF-12 lit1-tk-luc reporter, luminescence; 0% DMSO, 100% Δ7-dafachronic acid;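 active = activation above the mean of all tested compounds plus 3 SD, cut at about 5.5% in these data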;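 also: 100% = response to 3 µM Δ7-dafachronic acid high control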
# hgDAF12 agonist: agonists of H. glycines DAF-12 nuclear receptor; activation, % at 6.8 µM; 370,000 compounds, 1.8% hits; HEK293 GAL4-hgDAF12 UAS-luciferase reporter, agonist luminescence; normalized to butyrate control; AID 687014;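 active = activation above a cutoff set at the mean of all screened compounds plus 3 SD, cut at about 10% in these data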;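 also: 0% = DMSO wells and 100% = sodium butyrate wells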
# NPR2 activator: GC-B (human) receptor activation. 370,000 compounds, 0.11% hits. activation, % at 10 µM. HEK293-GC-B cells, CNP EC30, cGMP TR-FRET; 0% at EC30 CNP, 100% saturating CNP;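 active = activation at 10 µM reaching about 35% in either raw or pattern-adjusted values, limit read from the data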
# sPLA2-III inh: Inhibits HGIII-sPLA2 liposome hydrolysis, primary screen. AID 743126. inhibition, % at 12.2 µM. 370,000 compounds, 0.56% hits. QFRET BODIPY PC-A2 liposome hydrolysis, fluorescence;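 active = inhibition above mean plus 3 SD of compounds lying within the high and low control bounds, cut at about 19% in these data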;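 also: 0% = median of test compound wells and 100% = no enzyme DMSO wells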
# GAA850 FXN act: increases GAA850 frataxin promoter reporter activity | activation, % at 6 µM | AID 540364 | HEK293 lucGAA850 FXN promoter luciferase reporter, 24 h; percent of 10 µM SAHA response | 360,000 compounds, 0.56% hits;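 active = activation above the average of all compounds screened plus 3 SD, cutoff fixed separately per campaign, cut at about 7.5% in these data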;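 also: 0% = DMSO wells and 100% = 10 µM SAHA wells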
# Numbers without * were called inactive; i = inactive; / = not tested or not shown.
SMILES,SMARCA2 act,ADAM10 inh,NPR1 activator,DAX1 inh-1,DAX1 inh-2,ssDAF12 agonist,hcDAF12 agonist,hgDAF12 agonist,NPR2 activator,sPLA2-III inh,GAA850 FXN act
O=C(C1CC1)N1CCN(S(=O)(=O)c2ccc3c(c2)OCCO3)CC1,-3,-3,-1,-0.6,-0.2,-0.8,-1.5,-2.9,1,4,3.4
O=C(O)c1ccc(S(=O)(=O)c2ccc3c(c2)C(=O)N(NC(=O)c2cccnc2)C3=O)cc1,0,6,4,-0.3,-0.9,-0.9,-0.8,4.5,1,-2,3.1
CC1(C)CC1C(=O)Nc1ccc([N+](=O)[O-])cc1Br (centres undefined),0,16,0,-0.8,-1.3,-1.2,0.6,-0.5,3,-5,7.8*
O=C(Nc1ccccc1N1CCOCC1)c1cnccn1,1,12,-5,0.4,-0.1,-0.2,-1.7,3.1,2,5,0.0
COc1ccc(C)cc1-n1c(SCC(=O)N2CCOCC2)nc2ccccc2c1=O,1,-5,6,0.9,-0.1,-1.1,1.1,1.9,3,8,-2.6
COc1ccc2c(=O)c(-c3ccc(C)cc3)c(-c3ccccc3)oc2c1,-2,-17,-8,2.8,-0.4,-1.1,0.1,2.3,-2,15,0.3
O=C(CCl)NC(Cc1ccccc1)c1ccccc1 (centres undefined),-2,2,3,-2.6,-2.6,-1.4,-1.4,-2.1,4,2,-11
COc1ccc(NC(=O)C2CCN(C(=O)Nc3ccc(C)cc3)CC2)cc1OC,-1,2,-2,-0.5,-0.7,-1.2,-2.6,-3.1,2,7,0.8
O=C(Nc1ccc(F)cc1F)c1ccc(-n2cccn2)nc1,-3,-5,3,0.0,-0.6,-1.7,-1.4,3.1,-1,2,-0.8
CC(=O)NC(=S)Nc1ccc(S(=O)(=O)N2CCOCC2)cc1,3,7,0,-0.6,-0.5,-1.3,-1.7,-6.2,1,7,0.1
CCOC(=O)c1c(C)nc2cc(C)cc(C)n12,1,-11,2,0.1,-1.5,-1.4,-1.5,2.8,0,4,-0.6
Cc1ccc(SCc2cc(-c3ccc(Cl)cc3)no2)cc1,2,7,0,-0.2,0.1,-1.1,-1.3,-0.3,3,-2,0.5
COC(=O)CN1C(=O)[C@H]2[C@@H](c3ccc(C)o3)N3C(=O)CN(Cc4ccccc4)C(=O)[C@@]3(C)[C@H]2C1=O,0,13,0,0.3,0.5,-1.1,-1.6,-0.4,5,0,-0.8
Cc1cccc(NC(=O)N2CCC(n3nnc4cc(C)ccc43)CC2)c1,-1,-5,0,-0.1,0.4,-1.8,0.2,-2.9,1,-5,0.0
O=C(CCNC(=O)c1ccco1)Nc1ccc(SC(F)F)cc1,-1,3,5,0.9,-0.3,-1.4,-1.2,1.2,-1,1,-0.9
O=C(Nc1nnc(-c2ccc(Cl)cc2)o1)Nc1ccccc1Cl,4,-1,7,1.1,-0.7,-0.9,0.1,2.0,-1,6,0.8
COc1ccc2c(c1OC)C(=O)N(c1cccc(C(F)(F)F)c1)C2,8.5*,2,5,5.1*,1.7,0.2,5.7*,19*,7,7,18*
Cc1nn(C)c2c1NC(=O)CS2,-1,-4,-2,-1.4,0.7,-0.3,0.2,1.2,-1,8,0.8
COC(CNC(=S)Nc1ccc([N+](=O)[O-])cc1)OC,0,-4,3,0.1,-0.2,0.0,-0.6,1.1,1,6,3.1
C[C@H]1CCC/C=C/C(=O)c2c(O)cc(O)cc2CC(=O)O1,7,-7,4,-6.3,/,-1.8,-4.8,-14,3,5,/
COc1cccc2c(=O)c3ccoc3n(C)c12,0,i,3,1.6,1.9,-0.8,0.1,1.6,-3,-2,0.3
Cn1cccc1C(=O)NNC(=O)COc1ccc(C#N)cc1,0,-9,4,-0.7,0.1,-1.3,-0.6,1.8,-1,10,-0.4
Cc1ccccc1Cn1c(-c2cncs2)nc2ccccc21,2,8,22,-1.0,-2.5,-1.7,-2.7,-5.1,16,-3,-0.2
CN1CCN(c2ccccc2NC(=O)c2ccc(Br)o2)CC1,3,5,-1,-1.1,-0.4,-1.0,0.5,1.8,-3,-7,0.2
Cc1cc(=O)oc2cc(OCC#N)ccc12,2,-348,-3,-1.4,2.5,-0.8,-1.4,-0.5,-7,19,-0.4
CCN(CC)c1ncnc2c1ncn2[C@H]1CN(Cc2ccco2)C[C@@H](CO)O1,-4,2,2,-1.3,/,-0.2,-0.1,-0.7,9,1,1.3
N#CC(OC(=O)c1ccccc1)c1cccc([N+](=O)[O-])c1 (centres undefined),-1,-1,4,1.8,2.2,-0.5,-0.6,-1.4,-2,-32,3.1
CN(CC(=O)Nc1ccc(Cl)c(C(F)(F)F)c1)C(=O)CCNC(=O)c1ccco1,-2,0,1,1.1,2.6,-1.0,-1.3,-0.3,3,-12,1.6
CN1C(=O)c2ccccc2Sc2ccc(NC(=O)N3CCOCC3)cc21,-1,-8,-2,1.2,0.2,-1.3,-1.5,-1.2,7,-3,0.3
COC(=O)c1cc(S(=O)(=O)NCCc2ccc(C)cc2)c[nH]1,-3,-6,-1,-0.1,-0.5,-1.1,-0.6,-2.7,2,-2,0.1
COCCCN(C(C)=O)c1nc(-c2ccccc2)cs1,4,-7,1,0.5,0.3,-0.7,1.0,8.3,-3,4,2.7
CC(=O)Nc1ccc(S(=O)(=O)Nc2cccc(S(=O)(=O)N(C)c3ccccc3)c2)cc1,-2,1,0,-1.0,-1.3,-1.5,-1.2,-3.2,1,-14,0.6
O=C(CNC(=O)c1ccco1)NC1CCCCCC1,4,-5,2,1.8,-0.5,0.1,0.7,6.0,7,8,1.1
COc1ccc(C2=CC(=O)C[C@H](c3ccc(F)cc3)C2)c(F)c1F,-1,12,1,-0.7,0.2,-0.7,-1.3,-3.4,-3,-4,0.7
CN(C(=O)c1ccc(N2CCCCC2)c([N+](=O)[O-])c1)C1(C)CCS(=O)(=O)C1 (centres undefined),0,-8,-1,-1.4,-0.6,-0.9,-1.1,-0.9,3,-1,2.9
Cc1cc2c(cc1C)NC(c1nc3ccccc3[nH]1)C1=C(CC(C)(C)CC1=O)N2 (centres undefined),1,2,-15,0.2,1.4,-0.7,1.0,1.2,-15,-2,2.0
O=C(COc1ncnc2c1cnn2-c1ccccc1)Nc1ccc(S(=O)(=O)N2CCCCC2)cc1,-2,21*,-6,-0.4,1.0,-1.7,-0.6,-1.1,4,-18,-0.2
COc1ccc(-n2c(CNC(=O)c3cccs3)n[nH]c2=S)cc1,-3,4,4,0.3,0.3,-1.6,-2.1,0.6,1,4,-0.6
O=C(Nc1nnc([C@H]2C[C@H](O)[C@@H](CO)O2)s1)Nc1ccccc1C(F)(F)F,-1,-14,-4,-0.1,/,-0.9,-0.9,1.4,1,-1,1.8
O=C1c2cccnc2C(Nc2ccc(Br)cc2)N1Cc1cccs1 (centres undefined),1,5,-11,0.1,0.0,-0.7,0.4,-2.3,-11,-8,4.7
Cc1ccc(OCCCCn2ccnc2)c(Cl)c1,-1,-9,5,0.2,1.4,-1.4,1.8,-1.1,4,-19,3.5
O=C(Nc1ccc(Cl)cc1Cl)c1n[nH]c(Cn2cncn2)n1,-1,3,-2,0.1,0.6,-1.5,2.6,1.3,-5,-3,2.4
C/C(CC(=O)Nc1ccc(Br)cc1)=N\NC(=O)Cc1csc(N)n1,-1,3,-1,0.1,-1.1,-1.4,1.0,0.5,1,-21,1.7
Cc1ccc(/C=C/C(=O)N2CCN(c3cccc(C(F)(F)F)c3)CC2)cc1,-2,4,-2,-0.1,0.3,-1.1,-2.2,1.2,-1,16,0.1
O=[N+]([O-])c1nn(-c2ccc3c(c2)OCCO3)n(O)c1=NCCCO,0,6,1,-0.8,-0.2,-1.0,-1.3,1.7,2,7,-0.5
CC1Cc2[nH][nH]c(=O)c2C(C2CCCC2)O1 (centres undefined),-2,0,5,-1.6,/,-1.4,1.4,-1.1,5,-4,/
Cc1nc2ccccc2n1CCc1nc2c3ccccc3nc(SCC(=O)NCc3ccco3)n2n1,0,-5,-3,-0.5,-1.9,-1.1,-2.9,-1.7,-3,-12,-0.8
Cc1cccc(C)c1NC(=O)CSc1nnc(C)n1-c1ccccc1,-1,0,-1,0.1,0.2,-0.8,-2.2,0.0,3,9,0.0
CCOC(=O)CC(=O)CSCC(=O)Nc1ccc(C)cc1,-2,1,2,0.7,-0.8,-0.8,-0.9,1.4,-1,-11,2.4
Cc1nn(-c2ccccc2)c(C)c1C(=O)OCC(=O)N1CC(=O)Nc2ccccc21,-2,-18,0,-1.1,-1.4,-0.9,-1.3,1.1,-8,4,1.8
CC1C(=O)Nc2ccccc2N1C(=O)c1ccccc1 (centres undefined),1,-5,0,0.7,0.6,-0.9,-1.1,0.8,1,3,0.7
COc1cc(/C=N/NC(=O)c2cccs2)ccc1OCc1ccccc1,-2,-4,13,0.9,0.7,-0.6,1.8,3.8,26,-7,4.0
CCN(CC)C(=O)c1ncn2c1c(=O)[nH]c1ccccc12,-2,-22,-2,-0.2,1.6,-1.3,0.0,-0.2,3,20*,0.3
Cc1nnc(-c2ccc(Oc3ccc(C)c(C)c3)c([N+](=O)[O-])c2)o1,-4,0,9,-1.3,-1.5,-0.8,-2.8,-1.6,11,-8,-2.2
C=CCOc1cccc(C2C(C(=O)c3ccco3)=C(O)C(=O)N2Cc2ccncc2)c1 (centres undefined),-6,1,4,0.6,-0.4,-0.9,1.1,0.4,4,-4,0.6
Cc1ccc(-n2c(SCC(=O)NCC3CCCO3)nc3c(c2=O)SCC3)cc1 (centres undefined),-3,2,3,-1.2,0.2,-1.3,-1.4,-4.9,0,5,-2.3
CN(Cc1ccccc1)C(=O)CSc1nc2ccccc2[nH]1,1,-4,-4,0.2,0.5,0.5,-0.5,3.7,0,-3,1.8
COc1cc(Cl)ccc1OCc1cc(C(=O)N2CCCCCC2)no1,-2,6,4,0.2,1.0,-0.4,1.3,2.8,-2,-8,0.3
C/C(CC(=O)Nc1ccc2c(c1)OCO2)=N\NC(=O)C(c1ccccc1)c1ccccc1,-3,-1,-4,0.2,-0.1,-2.0,-0.5,0.4,-1,-12,3.4
COc1ccc(-c2cc(C(=O)N3CCN(c4ccccc4O)CC3)c3ccccc3n2)cc1,4,-146,-1,-1.2,-0.9,-1.0,-1.0,1.5,2,-3,-0.2
Cc1cccc(-c2cc3nc4c(c(N5CCOCC5)n3n2)CCCC4)c1,6,-42,-7,4.5*,3.4,-0.5,3.2,7.7,-2,-7,6.1
Cc1nc(Nc2ccccc2C)c2cnn(C)c2n1,-4,3,1,-0.2,0.6,-1.2,-0.5,-0.1,2,4,2.0
